# EZH2 inh: EZH2 (human) methyltransferase inhibition. Q15910. PRC2 H3K27 methylation, DELFIA TRF, 1 h. inhibition, % at 12.5 µM. 57,000 tested, 0.35% active. AID 651548;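 active means mean inhibition of replicates at least 50% and every single replicate also reaching 50%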;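 further: dimethyl H3K27 on biotinylated H3 21-44 peptide detected by antibody; plate controls were median neutral control wells for no effect and median positive control wells for full effect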
# IDH1 R132H inh: IDH1 R132H (human) inhibition. O75874. IDH1 R132H reductase, diaphorase/resazurin fluorescence, 60 min. inhibition, % at 10 µM. 70,000 tested, 0.18% active. AID 624101; in the data active means inhibition above about 34%;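 further: 0% = DMSO and 100% = no enzyme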
# Target sequence (O75874 whole entry R132H): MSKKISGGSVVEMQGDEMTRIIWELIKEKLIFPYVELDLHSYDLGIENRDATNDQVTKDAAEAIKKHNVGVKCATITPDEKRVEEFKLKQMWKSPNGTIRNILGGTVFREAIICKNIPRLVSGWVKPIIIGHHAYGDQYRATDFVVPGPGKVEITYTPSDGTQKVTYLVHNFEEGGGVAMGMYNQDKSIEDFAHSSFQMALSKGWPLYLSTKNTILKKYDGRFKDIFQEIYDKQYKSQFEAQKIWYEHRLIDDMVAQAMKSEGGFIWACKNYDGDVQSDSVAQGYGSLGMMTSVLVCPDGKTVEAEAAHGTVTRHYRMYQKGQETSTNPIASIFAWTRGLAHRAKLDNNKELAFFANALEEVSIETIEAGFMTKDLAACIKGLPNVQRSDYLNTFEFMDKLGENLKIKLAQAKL
# * hit, by the source's call; . = not tested or not shown. These rows are one share of the data (hit frequency here may not be typical).
no.	compound	EZH2 inh	IDH1 R132H inh
1	Cc1ccc(S(=O)(=O)Nc2ccc3c(c2)CC(=O)N([C@@H](C)CO)C[C@@H](C)[C@H](CN(C)S(=O)(=O)c2ccccc2)O3)cc1	.	-0.4
2	CN(C)CCN(Cc1ccccc1)c1ccccn1	17	-0.8
3	CCOc1ccc(C(C)C)cc1S(=O)(=O)n1c(C)nc2ccccc21	24	-0.5
4	O=C(C[C@@H]1C[C@@H]2c3cc(NC(=O)C4CCOCC4)ccc3O[C@@H]2[C@@H](CO)O1)NC1CCCC1	7	0.2
5	C[C@@H]1CN([C@H](C)CO)C(=O)c2cc(N(C)C)ccc2O[C@@H]1CN(C)Cc1ccc(C(F)(F)F)cc1	-5	-0.1
6	N#Cc1c(-c2ccccc2)nc(SCC(=O)Nc2ccc(Oc3ccccc3)cc2)[nH]c1=O	87*	-0.1
7	O=C(NC(=S)NCc1cccnc1)c1ccc(-c2cccc([N+](=O)[O-])c2)o1	4	0.1
8	COc1ccc(S(=O)(=O)Nc2ccc3c(c2)C(=O)N([C@H](C)CO)C[C@@H](C)[C@H](CN(C)C(=O)Nc2ccc4c(c2)OCO4)OCCCC[C@H](C)O3)cc1	.	1.0
9	C[C@@H]1CN([C@H](C)CO)C(=O)c2cc(NC(=O)CCN3CCOCC3)ccc2O[C@@H]1CN(C)CC1CC1	.	0.1
10	C[C@H]1CN([C@@H](C)CO)C(=O)c2cccc(NC(=O)Nc3cccc4ccccc34)c2O[C@@H]1CN(C)C(=O)Nc1ccc(C(F)(F)F)cc1	.	-0.8
11	CO[C@H]1CN(C)C(=O)c2cc(NC(C)=O)ccc2OC[C@H](C)N(S(C)(=O)=O)C[C@H]1C	4	-0.3
12	COc1cccc(S(=O)(=O)N[C@@H]2CC[C@H](CCn3cc(-c4ccccc4OC)nn3)O[C@H]2CO)c1	-7	-0.2
13	Cc1ccc(S(=O)(=O)N[C@@H]2CC[C@H](CC(=O)N3CCN(c4ccccc4)CC3)O[C@@H]2CO)cc1	-2	0.4
14	O=C(CCCCCCC(=O)Nc1ccccc1O)N/N=C/c1cccc(B(O)O)c1	-3	.
15	CCCC(=O)Nc1ccc2c(c1)C(=O)N(C)C[C@@H](OC)[C@@H](C)CN(CC1CCCC1)[C@H](C)CO2	-1	0.4
16	Cn1ncc(C#N)c1NC(=O)C1CC(c2ccc(Cl)c(Cl)c2)=NO1 (centres undefined)	-1	0.0
17	CC/C=C\C/C=C\C/C=C\C/C=C\C/C=C\CCCC(=O)O	7	0.8
18	C[C@@H]1CCCCO[C@@H](CN(C)C(=O)CCC(F)(F)F)[C@@H](C)CN([C@@H](C)CO)C(=O)c2cc(NS(=O)(=O)c3ccccc3)ccc2O1	.	0.0
19	CC(=O)N(C)C[C@@H]1Oc2cc(C#C[C@@H](C)O)ccc2S(=O)(=O)N([C@@H](C)CO)C[C@@H]1C	.	11
20	CN(C)c1ccc2c(c1)[C@H]1C[C@@H](CC(=O)NCc3ccccc3)O[C@@H](CO)[C@H]1O2	-14	-1.6
21	O=C(CSc1ccc(Cl)cc1)Nc1cccc(-c2nnc(-c3ccco3)o2)c1	9	0.4
22	C[C@H]1CN([C@@H](C)CO)C(=O)c2cc(NC(=O)Nc3ccc(F)cc3)ccc2O[C@H]1CN(C)S(=O)(=O)c1ccc(F)cc1	.	-0.1
23	CO[C@@H]1CN(C)C(=O)c2cc(NS(=O)(=O)c3ccccc3Cl)ccc2OC[C@@H](C)NC[C@@H]1C	4	-0.1
24	O=C1CC(SCCc2nc3ccccc3[nH]2)C(=O)N1c1cccc(F)c1 (centres undefined)	-6	-0.4
25	C=CC[C@@]1(C(=O)NCC(O)CO)N=C(c2ccc(OCCCO)cc2)O[C@@H]1c1ccccc1 (some centres undefined)	4	.
26	O=C(Nc1ccc2c(c1)[C@@H]1C[C@H](CC(=O)N3CCCCC3)O[C@H](CO)[C@@H]1O2)C1CCC1	-2	0.3
27	C[C@@H]1CN([C@H](C)CO)C(=O)CCCn2cc(nn2)CO[C@@H]1CN(C)C(=O)Nc1cccc2ccccc12	5	-1.6
28	O=C(C[C@H]1CC[C@H](NS(=O)(=O)c2ccc(F)cc2)[C@@H](CO)O1)NCc1ccncn1	-5	-0.1
29	O=C(Cc1ccccn1)N[C@H]1CC[C@H](CCn2cc(-c3ccccc3)nn2)O[C@H]1CO	11	-0.7
30	COc1ccc(-c2cnc3c(c2)C(=O)N([C@@H](C)CO)C[C@@H](C)[C@H](CN(C)C(=O)NC2CCCC2)O3)cc1	10	-0.8
31	COCCNC(=O)C[C@@H]1C[C@@H]2c3cc(NC(=O)Nc4ccccc4)ccc3O[C@@H]2[C@H](CO)O1	11	0.0
32	C[C@@H]1CN([C@H](C)CO)C(=O)Cc2cc(NC(=O)CCN3CCOCC3)ccc2O[C@H]1CN(C)Cc1ccc(C(F)(F)F)cc1	-10	-0.1
33	O=S(=O)(NCCCCCCc1ccccc1)c1cccc2c(Cl)cccc12	55*	0.8
34	COc1cccc(C#Cc2cnc3c(c2)C(=O)N([C@H](C)CO)C[C@H](C)[C@H](CN(C)C(=O)C2CCOCC2)O3)c1	-7	1.1
35	Cc1noc(C)c1S(=O)(=O)Nc1ccc2c(c1)C(=O)N([C@H](C)CO)C[C@H](C)[C@@H](CN(C)C)OCCCC[C@@H](C)O2	.	1.2
36	C[C@H]1CN([C@@H](C)CO)C(=O)c2cc(N(C)C)ccc2O[C@@H]1CN(C)Cc1ccc(Oc2ccccc2)cc1	-6	.
37	COc1ccc(NC(=O)Nc2ccc3c(c2)C(=O)N([C@H](C)CO)C[C@H](C)[C@H](CN(C)Cc2ccc(C(=O)O)cc2)OCCCC[C@@H](C)O3)cc1	.	-4.1
38	C[C@@H]1CN([C@H](C)CO)C(=O)CCCn2cc(nn2)CO[C@@H]1CN(C)CC1CCCCC1	-4	-0.3
39	CCCC(=O)Nc1ccc2c(c1)OC[C@@H](C)N(C(=O)CC)C[C@H](C)[C@@H](OC)CN(C)C2=O	6	-0.2
40	CCNC(=O)C[C@@H]1CC[C@@H](NC(=O)C2CCOCC2)[C@H](CO)O1	-2	-0.2
41	C[C@@H]1CN([C@H](C)CO)C(=O)c2cccc(NC(=O)c3ccncc3)c2O[C@@H]1CN(C)Cc1ccc(C(=O)O)cc1	.	1.5
42	CN(C)C(=O)c1ccc(-c2cccc(-c3nc(C(=O)NCc4ccccc4)cc4c3[C@H](CCO)N([S@@](=O)C(C)(C)C)C4)c2)cc1	2	0.3
43	CNC[C@H]1Oc2c(NC(=O)C3CCCCC3)cccc2C(=O)N([C@@H](C)CO)C[C@H]1C	-2	2.7
44	CC(C)NC(=O)N(C)C[C@H]1Oc2ccc(NS(=O)(=O)c3ccc(Cl)cc3)cc2C(=O)N([C@H](C)CO)C[C@H]1C	4	1.9
45	Cc1noc(C)c1NC(=O)Nc1ccc2c(c1)CC(=O)N([C@H](C)CO)C[C@H](C)[C@@H](CN(C)S(=O)(=O)c1cn(C)cn1)O2	.	-0.7
46	C[C@H]1CN([C@@H](C)CO)C(=O)c2cc(C#Cc3cccnc3)cnc2O[C@@H]1CN(C)Cc1ccccc1	-5	-0.8
47	C[C@H](CO)N1C[C@H](C)[C@H](CN(C)C(=O)c2ccccc2)OCc2cnnn2CCCC1=O	1	-3.6
48	CNC[C@H]1OCCCC[C@@H](C)Oc2ccc(NC(=O)c3ccncc3)cc2C(=O)N([C@@H](C)CO)C[C@H]1C	8	.
49	CCCCCC(O)CC(O)CCc1ccc(O)c(OC)c1 (centres undefined)	.	0.2
50	O=C(NCCCN1CCCC1=O)Nc1ccc([N+](=O)[O-])cc1	-4	-0.1

# (further entries)
no.	compound	EZH2 inh	IDH1 R132H inh
51	Cn1c(SCC(=O)Nc2c(Cl)cc(Cl)cc2Cl)nnc1-c1ccc(Cl)cc1	-4	-0.2
52	CC(=O)c1c(C)oc(NC(=O)Cn2cnc3ccccc3c2=O)c1C#N	.	0.2
53	CC(C)CC#Cc1ccc2c(c1)O[C@H](CN(C)C(=O)C1CCC1)[C@H](C)CN([C@H](C)CO)S2(=O)=O	-13	0.7
54	C[C@@H]1CN([C@@H](C)CO)C(=O)c2cc(NC(=O)CCN3CCOCC3)ccc2O[C@@H]1CN(C)Cc1ccc2c(c1)OCO2	-11	2.3
55	C[C@@H]1CCCCO[C@@H](CN(C)C(=O)Nc2ccc(F)cc2)[C@H](C)CN([C@H](C)CO)C(=O)c2cc(NS(=O)(=O)c3ccc(F)cc3)ccc2O1	.	-0.6
56	COC(=O)C1=C[C@@H](O)[C@@H](O)[C@H](O[C@@H]2O[C@H](CO)[C@@H](O)[C@H](O)[C@H]2OC(=O)/C=C/c2ccccc2)C1	-22	-0.3
57	CO[C@@H]1CN(C)C(=O)c2cc(NC(=O)Cc3ccccc3)ccc2OC[C@H](C)N(C(=O)c2ccccc2F)C[C@@H]1C	-1	0.0
58	C[C@@H]1CN([C@H](C)CO)C(=O)Cc2cc(NS(=O)(=O)c3cn(C)cn3)ccc2O[C@@H]1CN(C)Cc1ccc2c(c1)OCO2	.	0.7
59	C[C@@H]1CN([C@H](C)CO)S(=O)(=O)c2ccc(C#CC(C)(C)O)cc2O[C@H]1CN(C)Cc1ccccc1	-2	.
60	COc1cccc(NC(=O)Nc2ccc3c(c2)C(=O)N(C)C[C@H](OC)[C@H](C)CN(C)[C@@H](C)CO3)c1	-6	-0.6
61	CCc1ccc(OCC(=O)Nc2ccc(C)cc2[N+](=O)[O-])cc1	32	0.2
62	C[C@@H]1CN([C@H](C)CO)C(=O)c2cc(-c3cncnc3)cnc2O[C@H]1CN(C)C(=O)Cc1ccccn1	-15	-0.1
63	C[C@H]1CN([C@@H](C)CO)C(=O)c2ccccc2-c2ccccc2CO[C@H]1CN(C)Cc1cccc(F)c1	15	1.1
64	COc1ccc(CN(C)C[C@H]2Oc3ccc(NC(=O)Nc4c(C)noc4C)cc3CC(=O)N([C@H](C)CO)C[C@@H]2C)cc1	.	1.2
65	COc1cccc(CNC(=O)C[C@H]2C=C[C@@H](NC(=O)C3CCC3)[C@H](CO)O2)c1	2	0.2
66	CCCC(=O)Nc1ccc2c(c1)OC[C@H](C)N(C(=O)C1CCCC1)C[C@@H](C)[C@@H](OC)CN(C)C2=O	1	0.0
67	CC(C(=O)Nc1cc(Cl)ccc1O)N1C(=O)c2ccccc2C1=O (centres undefined)	.	-1.1
68	CCCN1C[C@@H](C)[C@H](OC)CN(C)C(=O)c2cc(NC(=O)c3ccc4c(c3)OCO4)ccc2OC[C@H]1C	-1	.
69	C[C@H]1CN([C@@H](C)CO)C(=O)c2cccc(NS(=O)(=O)c3cn(C)cn3)c2O[C@@H]1CN(C)C	5	-2.5
70	O=C(Nc1ccc(F)cc1)C1CC(=O)n2cnnc2N1 (centres undefined)	-8	-0.2
71	COc1ccc(NC(=O)Nc2ccc3c(c2)CC(=O)N([C@H](C)CO)C[C@@H](C)[C@H](CN(C)C(=O)Nc2ccc(F)cc2)O3)cc1	-2	0.5
72	COc1ccc(CNC(=O)C[C@H]2CC[C@H](NC(=O)c3cccc(F)c3)[C@@H](CO)O2)cc1	-3	0.5
73	COc1cc([C@H]2Oc3c(OC)cc(/C=C/CO)cc3[C@H]2CO)ccc1OC1OC(CO)C(O)C(O)C1O (some centres undefined)	.	-0.6
74	C[C@H](CO)N1C[C@H](C)[C@@H](CN(C)Cc2cccc(F)c2)Oc2cc(-c3ccccc3)ccc2S1(=O)=O	38	.
75	C[C@H](CO)N1C[C@H](C)[C@@H](CN(C)Cc2ccc(Cl)c(Cl)c2)Oc2c(NC(=O)Nc3ccc(F)cc3)cccc2C1=O	.	2.3

# Five entries drawn at random from the list so far, as already listed:
no.	compound	EZH2 inh	IDH1 R132H inh
42	CN(C)C(=O)c1ccc(-c2cccc(-c3nc(C(=O)NCc4ccccc4)cc4c3[C@H](CCO)N([S@@](=O)C(C)(C)C)C4)c2)cc1	2	0.3
43	CNC[C@H]1Oc2c(NC(=O)C3CCCCC3)cccc2C(=O)N([C@@H](C)CO)C[C@H]1C	-2	2.7
45	Cc1noc(C)c1NC(=O)Nc1ccc2c(c1)CC(=O)N([C@H](C)CO)C[C@H](C)[C@@H](CN(C)S(=O)(=O)c1cn(C)cn1)O2	.	-0.7
54	C[C@@H]1CN([C@@H](C)CO)C(=O)c2cc(NC(=O)CCN3CCOCC3)ccc2O[C@@H]1CN(C)Cc1ccc2c(c1)OCO2	-11	2.3
9	C[C@@H]1CN([C@H](C)CO)C(=O)c2cc(NC(=O)CCN3CCOCC3)ccc2O[C@@H]1CN(C)CC1CC1	.	0.1

# Following part
no.	compound	EZH2 inh	IDH1 R132H inh
76	C[C@@H]1CN([C@H](C)CO)C(=O)Cc2cc(NC(=O)Cc3cn(C)c4ccccc34)ccc2O[C@H]1CN(C)Cc1ccc(-c2ccccc2)cc1	.	-1.4
77	C[C@H]1CCCCO[C@@H](CN(C)C(=O)c2ccccc2)[C@@H](C)CN([C@@H](C)CO)C(=O)c2cc(NC(=O)c3ccncc3)ccc2O1	10	.
78	COc1cccc(S(=O)(=O)N(C)C[C@H]2OCc3ccccc3-c3ccccc3C(=O)N([C@@H](C)CO)C[C@@H]2C)c1	-2	-11
79	COc1ccc(NC(=O)Nc2ccc3c(c2)C(=O)N(C)C[C@@H](OC)[C@H](C)CN[C@H](C)CO3)cc1	0	.
80	C[C@H]1CCCCO[C@H](CN(C)Cc2ccc(C(F)(F)F)cc2)[C@@H](C)CN([C@@H](C)CO)C(=O)c2cc(NC(=O)NC3CCCCC3)ccc2O1	.	1.9

# Full records as entered above:
# C[C@@H]1CN([C@H](C)CO)C(=O)Cc2cc(NC(=O)Cc3cn(C)c4ccccc34)ccc2O[C@H]1CN(C)Cc1ccc(-c2ccccc2)cc1 as listed: EZH2 inh = .; IDH1 R132H inh = -1.4
# COc1ccc(NC(=O)Nc2ccc3c(c2)C(=O)N(C)C[C@@H](OC)[C@H](C)CN[C@H](C)CO3)cc1 as listed: EZH2 inh = 0; IDH1 R132H inh = .

# Down the list, quoted from above:
# Nos. 76–80 in IDH1 R132H inh, in turn: -1.4, ., -11, ., 1.9
